# mcGAS inh – blocks mouse cGAS activity; Q8C6L5; recombinant cGAS, Kinase-Glo ATP depletion luminescence; inhibition, % at 12.5 µM; hit rate 0.15% among 160,000;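 further: 0% = negative control wells and 100% = reference inhibitor with no enzyme activity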
# hcGAS inh – blocks human cGAS activity. recombinant h-cGAS, ATP depletion, Kinase-Glo luminescence. inhibition, % at 12.5 µM. hit rate 0.081% among 290,000;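 further: 0% = vehicle reaction and 100% = reaction without DNA for no activity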
# Target sequence (Q8N884 whole entry, looked up): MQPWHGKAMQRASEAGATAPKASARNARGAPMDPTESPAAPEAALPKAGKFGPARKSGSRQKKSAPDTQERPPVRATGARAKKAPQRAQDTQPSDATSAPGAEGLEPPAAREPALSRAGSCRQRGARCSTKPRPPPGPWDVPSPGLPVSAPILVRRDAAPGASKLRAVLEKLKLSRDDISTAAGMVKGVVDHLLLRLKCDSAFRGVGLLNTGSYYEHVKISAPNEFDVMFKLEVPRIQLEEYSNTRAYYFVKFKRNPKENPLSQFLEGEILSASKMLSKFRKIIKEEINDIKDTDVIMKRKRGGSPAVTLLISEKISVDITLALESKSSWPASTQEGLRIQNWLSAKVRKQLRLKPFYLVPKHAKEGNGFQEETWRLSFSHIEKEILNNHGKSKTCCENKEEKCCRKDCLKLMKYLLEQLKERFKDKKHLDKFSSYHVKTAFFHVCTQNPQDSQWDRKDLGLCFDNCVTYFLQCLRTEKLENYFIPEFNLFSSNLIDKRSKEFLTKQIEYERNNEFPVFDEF
# NPYLR7 agonist – mosquito NPYLR7 agonism. HEK293T NPYLR7/Galpha15, GCaMP6s calcium fluorescence. activation, % at 10 µM. hit rate 0.15% among 270,000; in the data active means activation above about 40%;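 further: 0% = vehicle and 100% = reference agonist at the receptor; some compounds past the cut are filed as inactive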
# The depositor's hits bear a star; nt = no result given; & = joins results of further samples. Unless noted, no stated cut-off is given here; in the data, active means inhibition above about 40%; inactive means the rest.
# Fields: hcGAS inh | NPYLR7 agonist | mcGAS inh
CC(C)NCC(O)CO (centres undefined)
→ 1 | -16 | nt
CC(CO)C1CCC2(C)CC3C(CO)CC(O)C3C(C)(O)CC=C12 (centres undefined)
→ -4 | -8 | -5
CCN(CC)S(=O)(=O)c1ccc2oc(=S)[nH]c2c1
→ -4 | 3 | -4
O=C(CSc1nnc(Cc2cccs2)n1C1CC1)NC(=O)NC1CCCC1
→ -3 | -2 | nt
CCN1CCN(C(=O)c2csc(CN(C)C)n2)CC1(C)C
→ -4 | -4 | nt
OCc1cn(CC2CCN(C3CCc4ccccc4C3)CC2)nn1 (centres undefined)
→ -8 | -1 | nt
O=C(COc1cccc2ccccc12)NCCOc1ccc2nnc(-c3ccccc3)n2n1
→ -5 | -1 | -5
O=C1CCCN1CC1CCCN(Cc2cc3ccccc3o2)C1 (centres undefined)
→ -3 | -7 | nt
O=C(NCc1ccc(-c2ccn[nH]2)cc1)N1CCCCCCC1
→ -13 | -22 | nt
O=C(CCN(CCc1ccccc1)c1nc(-c2ccc(Cl)cc2)nc2ccccc12)NCc1cccc(C(F)(F)F)c1
→ -2 | 12 | -5
Cc1ccc(Cl)cc1Nc1ncccc1C(=O)NCCCc1ccccc1
→ -1 | -9 | nt
COc1ccc(S(=O)(=O)N2CCCC(C)C2)cc1N1CCN(C(=O)c2cc(F)cc(C(F)(F)F)c2)CC1 (centres undefined)
→ -2 | 22 | -8
CCc1ccc(OCC(O)Cn2nc(N3CCOCC3)sc2=S)cc1 (centres undefined)
→ -1 | 3 | nt
CCn1c(C2CCN(C(=O)C3Cc4cc(C)ccc4N3)CC2)nn(C)c1=O (centres undefined)
→ -9 | 3 | nt
CCN(C(C)c1ccncc1)S(=O)(=O)Cc1ccccc1F (centres undefined)
→ -12 | 3 | nt
COc1ccc(C(C[N+](=O)[O-])n2nc(C)cc2C)cc1OC (centres undefined)
→ -8 | 6 | nt
CC1(C(=O)N2CCC(n3cc(C(C)(C)C)nn3)CC2)CCCO1 (centres undefined)
→ -6 | 16 | -10
CCOCCSc1nc(N2CCOCC2)c2c(c1C#N)CC(C)(C)OC2
→ -10 | 0 | nt
Cc1cc(O)c(CN2CCCCC2)c2c1C(=O)/C(=C/c1cc3ccccc3o1)O2
→ -4 | 50* | -5
O=C(Cn1c(-c2cccs2)n[nH]c1=S)NCC1(c2ccccc2)CC1
→ -7 | 1 | -6

# 3 structures from above, ordered by molar mass, rising.
# Fields: hcGAS inh | NPYLR7 agonist | mcGAS inh
CCN(CC)S(=O)(=O)c1ccc2oc(=S)[nH]c2c1
→ -4 | 3 | -4
CCOCCSc1nc(N2CCOCC2)c2c(c1C#N)CC(C)(C)OC2
→ -10 | 0 | nt
O=C(COc1cccc2ccccc12)NCCOc1ccc2nnc(-c3ccccc3)n2n1
→ -5 | -1 | -5

# (continued)
# Fields: hcGAS inh | NPYLR7 agonist | mcGAS inh
Cc1nn(CC(=O)Nc2c(F)c(F)c(F)c(F)c2F)c(=O)c2cccn12
→ -3 | 2 | nt
O=c1ccc(-c2ccco2)nn1Cc1ccc(Br)cc1
→ -10 | 6 | nt
CC1CN(C(=O)NCC#Cc2ccccc2)CC(c2ccsc2)O1 (centres undefined)
→ -5 | -1 | nt
CCOC(=O)C1(Cc2cccc(Cl)c2)CCCN(C(=O)CCn2cnnn2)C1 (centres undefined)
→ -3&-5 | -2&12 | -6&-3
CC(C)CNC(=O)c1c(C2CC2)nn(-c2ccc(F)cc2)c1C(C)C
→ -6 | 6 | -5
CC(OC(=O)CCNC(=O)Nc1ccccc1)C(=O)N1CCCCC1 (centres undefined)
→ -4 | 8 | nt
CCCCn1c(CN(C)CCc2ccc(OC)c(OC)c2)cnc1S(=O)(=O)CC
→ -6 | 0 | nt
Cc1cccc(NC(=O)c2ccc3c(c2[N+](=O)[O-])C(=O)c2ccccc2C3=O)c1
→ -2 | 1 | nt
CC(=O)N[C@@H]1C[C@H](CC(C)C)O[C@H](c2c(Cl)cncc2Cl)C1
→ -1 | nt | -1
COC(=O)C1CCCN1C(=O)C1(Oc2ccc(C)cc2)CCNCC1 (centres undefined)
→ -7 | 10 | nt
COc1cc(C(=O)N2CC[C@H](CO)[C@H](O)C2)ccn1
→ 1 | -1 | nt
CCSc1nnc(SCC(=O)c2c(N)n(C)c(=O)n(C)c2=O)s1
→ -6 | 5 | nt
CSCC[C@H](NC(=O)[C@H](Cc1c[nH]c2ccccc12)NC(=O)[C@H](C)NC(=O)OC(C)(C)C)C(=O)N[C@@H](CC(=O)O)C(=O)N[C@@H](Cc1ccccc1)C(N)=O
→ -2 | 9 | nt
Cc1c(C)n2c3c(=O)n(CCc4ccccc4)c(=O)n(C)c3nc2n1CCCN1CCOCC1
→ -5 | 7 | -8
CC(=O)Oc1ccc(C(=O)N2CCN(c3ccc(F)cc3)CC2)cc1
→ -4 | 0 | -5
C=CCNC(=O)c1sc(=S)n(CC)c1N
→ -1 | 3 | nt
O=C(Nc1ccnn1C1CCN(C(=O)c2ccsc2)CC1)c1ccc2c(c1)OCO2
→ -6 | 2 | nt
CC(=O)Nc1ccc(SCC(=O)c2ccc(Cl)cc2)nn1
→ -7 | 3 | nt
Cn1ncc(Cl)c1C(=O)N/N=C\c1ccc(CNC(=O)C(=O)Nc2ccc(Cl)c(Cl)c2)o1
→ -7 | 8 | nt
C#CCOCC(O)CN(CCOC)Cc1cc(OC)cc(OC)c1 (centres undefined)
→ 1 | 17 | -3
CCN(CC1CC(c2ccc(Cl)c(Cl)c2)=NO1)C(=O)C1CCC1 (centres undefined)
→ -5 | nt | -11
CNC(=O)COC[C@@H]1CN(C2CCCCCC2)C[C@H]1c1ccccn1
→ -5 | nt | 0
N=C1/C(=C\c2ccco2)C(=O)N=C2SC(C34CC5CC(CC(C5)C3)C4)=NN12
→ 10 | -2 | nt
Cc1ccc(CN(Cc2ccccc2)CC(O)COC(C)C)s1 (centres undefined)
→ -8 | 14 | -7
CCCCCCCC(=O)NCc1ccc(-c2ncc(-c3cc(OC)ccc3OC)[nH]2)cc1
→ 1 | 2 | 0
CC(C)N(C(=O)CSc1nnc(-c2ccncc2)n1-c1ccc(F)cc1)C(C)C
→ 1 | -3 | nt
Cc1ccc(S(=O)(=O)NCCc2nnc3ccc(SCC#N)nn23)cc1
→ 0 | -11 | -5
CCNC(=S)NN=Cc1ccco1
→ -1 | -7 | nt
O=C(Nc1nccs1)c1ccc(N2C(=O)C3C4C=CC(C4)C3C2=O)cc1 (centres undefined)
→ -1 | 2 | -5
CCOc1ccc(-n2nnnc2CNC(=O)NCCCl)cc1
→ -3 | 0 | -7
Oc1cccc(-c2cc(C3(CNCCCN4CCOCC4)CC3)ccn2)c1
→ -8 | 12 | -9
COc1ccc(C2CC(=O)c3cnc(NCCN4CCOCC4)nc3C2)cc1 (centres undefined)
→ -4 | 7 | nt
CCCN1CC(NC(=O)c2cccnc2N2CCOCC2)CC1=O (centres undefined)
→ -6 | -9 | nt
COc1cc(OC)cc(C2SCCN2C(=O)Nc2ccccc2Br)c1 (centres undefined)
→ -4 | 24 | -5
COc1ccc(CC2CCN(C(=O)c3c(Cl)cccc3Cl)CC2)cc1
→ -8 | 20 | -6
CCCNC(=O)/C(=C/c1ccc(Br)cc1)c1cccs1
→ -8 | 4 | nt
CCc1c(C)nc(-c2cccc(F)c2)nc1N1CCN(C(=O)Nc2ccc(C)cc2C)CC1
→ -10 | 17 | -5
O=C(Cn1nnc2sc3c(c2c1=O)CCCC3)NC1CCCCC1
→ -2 | -1 | nt
Cc1nn(Cc2ccccc2)c2sc(C(=O)NCC(=O)N3CCCC3)cc12
→ -5 | 1 | -8
COc1cc(-c2ccc(OC)c(Cl)c2)nc(N)n1
→ -8 | 7 | -13
O=C(CSc1ncnc2c1nnn2-c1ccccc1)N1CCC(Cc2ccccc2)CC1
→ -4 | 9 | -4
O=C(CCN(CCc1ccccc1)c1nc(C2CC2)nc2cc(Cl)ccc12)N1CCCC1
→ -4 | 0 | -8
Clc1ccccc1-c1nc2c(NCC3CC3)nccc2[nH]1
→ -2 | -6 | -2
CCC1CCC(N(C(=O)c2cnc(C)s2)c2cccc(N3CCCC3)c2)CC1 (centres undefined)
→ -3 | -4 | nt
O=C1NCC2(CCCN(C(=O)CCc3n[nH]c4c3CCCC4)C2)O1 (centres undefined)
→ -4 | 20 | nt
COC(=O)c1cc(NC(=O)c2cnn(C)c2C(F)(F)F)cc(C)c1C
→ -6 | 9 | nt
Oc1cc(-c2cccc(Cl)c2)cc2c1OCCN(CC1CCCNC1)C2 (centres undefined)
→ 18 | -5 | nt
O=C(c1ccccc1F)N1CCSC1c1cccc(C(F)(F)F)c1 (centres undefined)
→ 0 | -5 | -1
Cc1ccc(-c2nc3ncccn3c2NC2CCCCC2)cc1
→ 1 | -1 | -3
CN(CC1Cc2ccccc2O1)c1nc(CCN)nc2ccccc12 (centres undefined)
→ -5 | 2 | nt
Cn1nc(C(C)(C)C)cc1C(=O)Nc1ccc2nc(-c3ccco3)nn2c1
→ 1 | -1 | -5
COc1ccccc1OCCn1c(SCCOc2ccc(C)cc2)nc2ccccc21
→ -3 | 9 | -6
Cc1ccc2nc(N3CCOCC3)c(C=C3SC(=S)N(Cc4ccccc4)C3=O)c(=O)n2c1
→ 2 | 1 | -2
CC1(C)C2CC[C@@]1(CS(=O)(=O)N1CCCC(C(=O)NC3CCCC[C@H]3NC(=O)c3ccccc3)C1)C(=O)C2 (some centres undefined)
→ -5 | 16 | -8
CCCOc1c(C=C(C#N)C#N)cccc1OCC
→ -5 | 2 | nt
O=C(Nc1ccc2c(c1)OC1(CCCC1)O2)c1ccccc1SCC1CCCO1 (centres undefined)
→ -8 | 2 | -9
COc1ccc(C(=O)C2CCCN(C(=O)c3cc4nc(C)cc(C)n4n3)C2)cc1F (centres undefined)
→ -6 | 4 | -11
CCOc1ccc(-n2c(=O)[nH]c3c(C(N)=O)nc(-c4ccc(C)o4)nc32)cc1
→ -6 | -12 | -5
CCOc1ccccc1N1CCN(C(=O)c2csc(CN(C(=O)Nc3ccc(OC)cc3)C(C)C)n2)CC1
→ -9 | 24 | -7
COc1ccc(-c2cc(C(=O)N3CCN(c4cccc(C(F)(F)F)c4)CC3)n(-c3ccccc3)n2)c(OC)c1
→ -13 | nt | -5

# More structures:
# Fields: hcGAS inh | NPYLR7 agonist | mcGAS inh
CCCN(CCC)C(=O)c1cc(-c2cccc(OC)c2)nc2cc(-c3ccccc3)nn12
→ -8 | 8 | -7
CN(C)C=NS(=O)(=O)c1ccc(Cl)cc1
→ 0 | 3 | -1
O=C(c1nc2ncccn2n1)N1CCCC(c2[nH]ncc2Cc2ccccc2)C1 (centres undefined)
→ -6 | 18 | nt
N#Cc1ccc(N2CCCCCC2CC(O)c2ccco2)nc1 (centres undefined)
→ -10 | 5 | -7
CCOc1ccc(-n2c(C(CC)N(CC(C)C)C(=O)Nc3cccc(OC)c3)nc3ccccc3c2=O)cc1 (centres undefined)
→ -11 | -5 | -5
O=C(NCCn1nc(-c2ccco2)ccc1=O)c1cccc2ccccc12
→ 20 | 9 | 2
CCc1nc(NC(=O)N2CCN(c3ccncc3C)CC2)nn1C
→ -3 | -4 | nt
CCc1nnc(-c2cc3ccccc3n2CC(=O)Nc2c(C)cc(C)cc2C)o1
→ -5 | -1 | -9
O=C(NCCO)c1cc2cc([N+](=O)[O-])ccc2oc1=O
→ -9 | 10 | -7
CCCCNC(=O)c1c(N)n(/N=C\c2cccc(O)c2)c2nc3ccccc3nc12
→ -5 | 3 | -7
Oc1ccc(CN2CCOc3c(O)cc(-c4cccc(Cl)c4)cc3C2)cc1
→ -5 | 24 | nt
NC(=O)NC(=O)CSc1ccc2ccccc2n1
→ -3 | 0 | nt
CCCCOc1ccc(C(=O)Nc2ccc(N3CCC(Cc4ccccc4)CC3)c(C(=O)NCCCOCC)c2)cc1
→ -6 | 2 | -5
O=C(CCc1ccsc1)NC1CC(=O)N(CCc2ccc(F)cc2)C1 (centres undefined)
→ 7 | 8 | nt
COc1cccc(OCC(=O)c2ccc(NC(C)=O)cc2)c1
→ -4 | 8 | nt
CC[C@H]1OC(=O)[C@H](C)[C@@H](O[C@H]2C[C@@](C)(OC)[C@@H](O)[C@H](C)O2)[C@H](C)[C@@H](O[C@@H]2O[C@H](C)C[C@H](N(C)C)[C@H]2O)[C@](C)(O)C[C@@H](C)[C@@H]2N[C@@H](COCCOC)O[C@H]([C@H]2C)[C@]1(C)O
→ -2&-1 | -16&-7 | nt
COC(=O)c1ccc(CN2CCN(c3ccc(-c4ccccc4)cc3)C(=O)C2C)cc1 (centres undefined)
→ -6 | -3 | nt
Cc1[nH]n(-c2ccc(Cl)cc2)c(=O)c1C1=C(N2CCOCC2)C(=O)N(C2CCCCC2)C1=O
→ -5 | 1 | -7
CC(=O)Nc1ccc(C(=O)N2CCCCC2CCc2ccc(O)cc2)cc1 (centres undefined)
→ -2 | nt | -5
Cc1cccc(OCC(=O)N2CCC(n3c(=O)[nH]c4ccccc43)CC2)c1
→ -17 | 7 | -5

# Entries of single compounds, looked up by structure. Values in the order: hcGAS inh | NPYLR7 agonist | mcGAS inh
# CN(C)C=NS(=O)(=O)c1ccc(Cl)cc1 as listed: 0 | 3 | -1
# CCc1nnc(-c2cc3ccccc3n2CC(=O)Nc2c(C)cc(C)cc2C)o1 as listed: -5 | -1 | -9

# (next part)
# Fields: hcGAS inh | NPYLR7 agonist | mcGAS inh
CCCN(CC#Cc1ccccc1)C(=O)c1ccc(CO)cc1
→ -5 | -2 | -16
CNC(=O)C1CCCN(C(=O)c2oc3c(C)cccc3c2C)C1 (centres undefined)
→ -14 | 8 | nt
CCCCNc1ncnc2c1sc1nc(C)c3c(c12)CC(C)(C)OC3
→ -5 | 6 | nt
Cc1ccc2[nH]c(CCNc3nc(CCN)nc4ccccc34)nc2c1C
→ -4 | -5 | -10
O=C(NC(c1ccccc1)c1cnccn1)C1CCN(Cc2cccc(Cl)c2)CC1 (centres undefined)
→ 5 | -1 | 1
CCCn1nccc1C(=O)N1[C@@H]2CC[C@H]1CN(C)C(=O)C2
→ -6 | 2 | -22
CCCn1nccc1C(=O)N1CCC(c2[nH]ncc2-c2ccccc2C)CC1
→ 2 | 3 | nt

# Screens from PubChem BioAssay.
